TDP2 inh – TDP2 (human) inhibition, absorbance primary screen; O95551; recombinant TDP2, T5PNP hydrolysis, p-nitrophenol absorbance 415 nm; inhibition, % at 12.8 µM; 370,000 tested, 0.34% active; AID 720702;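 active means inhibition above the mean of all tested compounds plus 3 SD, set per campaign, cut at about 25% in these data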;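 further: 0% = DMSO with enzyme and 100% = buffer with substrate but no TDP2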
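Read-out basis: percent inhibition. System: recombinant human TDP2. Buffer or medium: Mg2+-containing Tris-HCl buffer, pH 7.5. Repeats: single replicate. Timing: reaction 2 h, 37 °C. Benchmarks: high control without enzyme, low control DMSO plus TDP2. Probe or stimulus: 5 mM T5PNP. Doses: 12.8 µM only. Measured by: epi absorbance of p-nitrophenol freed from T5PNP by hydrolysis.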
PRMT1 FP inh – inhibitors of human PRMT1; 370,000 tested, 1.3% active; recombinant PRMT1, activity-based probe fluorescence polarization; inhibition, % at 2.79 µM;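 active means inhibition above about 21% made by adding two undisclosed values, limit read from the data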
Target sequence (Q99873 whole entry, looked up): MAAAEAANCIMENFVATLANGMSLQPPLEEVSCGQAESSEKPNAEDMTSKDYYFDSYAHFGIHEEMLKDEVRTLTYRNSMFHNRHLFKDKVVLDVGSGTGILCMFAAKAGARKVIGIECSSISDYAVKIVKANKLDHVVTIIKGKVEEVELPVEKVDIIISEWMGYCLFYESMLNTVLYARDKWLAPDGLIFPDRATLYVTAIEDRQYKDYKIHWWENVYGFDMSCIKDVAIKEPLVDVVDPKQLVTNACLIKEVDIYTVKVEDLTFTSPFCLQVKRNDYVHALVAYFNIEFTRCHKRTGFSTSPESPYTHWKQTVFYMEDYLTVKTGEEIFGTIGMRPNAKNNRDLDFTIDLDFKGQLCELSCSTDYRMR
SIAE primary – human SIAE inhibition, primary screen; AID 1053197; inhibition, % at 9.66 µM; SIAE FP-Rh probe binding, fluorescence polarization; Q9HAT2; 370,000 tested, 0.69% active;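 active means inhibition above a cutoff: mean of compounds within the control limits plus 3 SD of those, cut at about 17% in these data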;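 further: 0% = plate median of compound wells and 100% = probe without SIAE protein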
NPR2 activator – GC-B (human) receptor activation; HEK293-GC-B cells, CNP EC30, cGMP TR-FRET; 0% at EC30 CNP, 100% saturating CNP; activation, % at 10 µM; 370,000 tested, 0.11% active; AID 1920062;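 active means activation at 10 µM reaching about 35% in either raw or pattern-adjusted values, limit read from the data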
TCR CD3 inh – blocks the human TCR-CD3 interaction. TAMRA-labeled TCR probe fluorescence, biochemical. inhibition, % at 9.4 µM. 360,000 tested, 0.37% active. AID 651800; in the data active means inhibition above about 19%;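 further: recombinant mutant TCR 2C K166C tagged with TAMRA read by polarization; 0% = receptor in buffer alone and 100% = receptor with positive control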
MBD2 inh – MBD2-methylated oligo binding inhibition | Q9UBB5 | 370,000 tested, 0.31% active | inhibition, % at 4.4 µM | TR-FRET, MBD2 binding to methylated oligonucleotide; in the data active means inhibition above about 13%
mABHD4 FP – inhibitors of mouse ABHD4. Q8VD66. purified mABHD4, FP-Rh probe fluorescence polarization. 370,000 tested, 0.54% active. inhibition, % at 8.92 µM;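 active means inhibition exceeding the mean over every tested compound plus 3 SD, cut at about 30% in these data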;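 further: 0% = plate median of compound wells and 100% = S159A mutant with DMSO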
Target sequence (Q8VD66 whole entry, looked up): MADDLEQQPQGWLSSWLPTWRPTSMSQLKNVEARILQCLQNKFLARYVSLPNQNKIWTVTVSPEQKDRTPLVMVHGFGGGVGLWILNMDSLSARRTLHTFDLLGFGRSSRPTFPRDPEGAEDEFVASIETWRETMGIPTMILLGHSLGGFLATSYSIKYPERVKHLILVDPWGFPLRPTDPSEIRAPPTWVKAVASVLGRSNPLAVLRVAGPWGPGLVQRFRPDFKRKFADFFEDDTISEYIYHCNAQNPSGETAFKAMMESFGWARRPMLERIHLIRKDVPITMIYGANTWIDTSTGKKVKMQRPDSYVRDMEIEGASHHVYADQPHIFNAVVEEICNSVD
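Assay system: wild-type mouse ABHD4 protein; compound: single nominal dose of 8.92 µM, 0.89% DMSO final; schedule: 45 min + 60 min at 25 °C; measured by: FP readout, ex 525 nm / em 598 nm; evaluation: % inhibition of FP-Rh probe binding versus controls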
LEDGF integ inh – blocks HIV-1 LEDGF/p75-dependent DNA integration; 370,000 tested, 0.64% active; inhibition, % at 3.7 µM; AID 743269; TR-FRET IN-LEDGF/p75 DNA integration, Eu/Cy5;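 active means inhibition above the screen-wide mean plus 3 SD, cut at about 13% in these data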;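 further: signal is the Cy5 over europium emission ratio at 671 and 618 nm; 0% = plate median of compound wells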
rCAG RNA binder – molecules binding r(CAG) RNA repeats. r(CAG) RNA repeat, TO-PRO-1 dye displacement fluorescence. 370,000 tested, 1.3% active. inhibition, % at 3 µM;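 active means inhibition above the plate cutoff, the mean of all test compounds on that plate plus 3 SD, cut at about 35% in these data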;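 further: 0% = DMSO alone and 100% = 100 µM mitoxantrone as full dye displacement; higher means more dye released from RNA so lower well fluorescence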
HTRA1 inh – inhibitors of human serine peptidase HTRA1. Q92743. recombinant HTRA1, FP-rhodamine activity-based probe, fluorescence polarization. inhibition, % at 5.96 µM. 340,000 tested, 0.5% active; in the data active means inhibition above about 36%;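 further: 0% = enzyme with DMSO and 100% = wells lacking enzyme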
* = called active by the depositor; · = not tested or not shown. Only part of the results is shown; the hit share may differ from the screen's.

nr	SMILES	TDP2 inh	PRMT1 FP inh	SIAE primary	NPR2 activator	TCR CD3 inh	MBD2 inh	mABHD4 FP	LEDGF integ inh	rCAG RNA binder	HTRA1 inh
1	NC(=O)c1c(NC(=O)c2ccncc2)sc2c1CCCC2	3	2	2	-7	0	-2	-5	2	5	-4
2	O=C(Nc1cccnc1)Nc1cc(Cl)cc(Cl)c1	4	-2	-77	-1	3	-1	-52	0	10	-68
3	O=C(OCC1OC(n2ncc(=O)[nH]c2=O)C(OC(=O)c2ccccc2)C1OC(=O)c1ccccc1)c1ccccc1 (stereo not given)	-8	12	-20	-5	-2	28*	-51	-1	31	-154
4	CCc1nc2c(OCc3ccccc3)cccn2c1N(C)C(=O)C(C)C	7	5	-2	-3	0	3	0	-2	-2	·
5	O=C(Nc1ccc(O)cc1)c1ccc2c(c1)C(=O)N(N1C(=O)c3ccccc3C1=O)C2=O	-2	5	0	0	1	-1	6	-8	1	7
6	COc1cccc(CNC(=O)[C@@H]2CCCN2C(=O)[C@H]2CCCCN2C(=O)c2ccccc2)c1	0	-2	-7	-6	3	-1	-2	3	1	·
7	Nc1nc(CSc2nnnn2-c2ccc(Cl)cc2)nc(N2CCOCC2)n1	-17	-1	-9	-16	1	-3	-5	-2	3	3
8	COC(=O)C(C(=O)Nc1ccc(OC)cc1)C1CCCCCC1 (stereo not given)	-3	-3	1	1	14	1	4	0	-2	3
9	O=C(COC(=O)CCN1C(=O)c2ccccc2C1=O)Nc1ccccc1[N+](=O)[O-]	-5	-2	0	2	2	1	1	7	-1	9
10	Cn1cnc([N+](=O)[O-])c1Sc1ncccc1N	3	1	3	4	8	-5	-4	0	0	5
11	CC(=O)CCCC(NS(=O)(=O)CCC(Cl)(Cl)Cl)c1ccccc1 (stereo not given)	-5	1	-8	-3	1	-2	1	-1	-3	-1
12	CCN(CC(=O)Nc1c(F)cccc1F)C(=O)CN1C(=O)c2ccccc2C1=O	2	3	-2	6	-5	7	-9	-6	-5	6
13	O=C(CSc1nnc(-c2ccncc2)n1C1CCCCC1)Nc1ccccc1	-26	-2	-14	-4	0	1	-8	1	-4	1
14	Nc1ccc(C(=O)Nc2ccco2)cc1	7	0	9	-8	0	3	7	-1	-1	12
15	COCCNC(=S)N1CCCN(c2nc3cc(C)ccc3cc2C#N)CC1	8	-2	-5	-4	0	2	-8	-4	-3	-4
16	CCc1ccc(NC(=O)CN2CCc3ccccc3C2)cc1	-20	-3	0	-3	-2	-6	-3	13	-5	-31
17	Cc1cc(SCC(=O)Nc2cccc(S(N)(=O)=O)c2)c(C)cc1Br	4	4	-16	-8	1	-3	-27	1	12	-33
18	CCOC(=O)[C@]12CCCC3=C1N(CCC3)C(=O)[C@@H](CC(=O)NCc1ccccc1)C2	7	-3	-3	-3	·	-3	-2	0	0	·
19	CCCCCc1c2c(cc(O)c1C(=O)O)OC(=O)c1cc(C(=O)CCCC)c(OC)cc1O2	11	1	-35	-2	3	-2	-100	6	87*	-29
20	CCCCC(=O)Nc1nc2c(OC)cc([N+](=O)[O-])cc2s1	-1	-3	0	2	-1	4	1	1	9	-5
21	O=C(CCn1nc(-c2ccc(Cl)cc2)ccc1=O)NCc1cccnc1	0	0	1	-1	3	-3	5	-5	2	-4
22	Cc1ccc(NC(=O)CCn2c(=O)[nH]c3ccsc3c2=O)cc1	-1	1	-9	-7	7	0	-2	-2	4	8
23	CCCCCn1c(=O)[nH]c2cc(C(=O)NCCN3CCOCC3)ccc2c1=O	-1	3	-6	-3	-6	8	-5	3	-3	1
24	C/C(=C\c1cccc(Cl)c1Cl)C(=O)c1c(C)cc(C)[nH]c1=O	-22	1	-2	-9	1	-6	-6	-4	-2	-5
25	Cc1ccccc1OCC1Cc2c(nc(N)c(C#N)c2N)O1 (stereo not given)	-9	-3	-3	-6	0	-3	-3	-4	2	2
26	CSc1nc(=O)n2cc(C)ccc2n1	-1	0	5	4	2	-4	2	-1	1	2
27	COc1ccc(C(C)=O)cc1COC(=O)C(CO)NS(=O)(=O)c1ccc(Br)cc1 (stereo not given)	4	-5	1	-11	1	-3	0	6	-3	-2
28	CCOC(=O)c1ccc(NC(=O)CSc2n[nH]c(-c3ccncc3)n2)cc1	-4	-3	-7	-7	4	2	0	1	9	-1
29	COc1ccc(F)cc1-c1cc(C(=O)NCc2cccc(C(F)(F)F)c2)[nH]n1	3	-2	-25	6	2	0	-22	-1	1	·
30	CC(C)COC(=O)N1CC(O)CC1C(=O)Nc1ccc2c(c1)OCO2 (stereo not given)	2	6	2	-2	-2	-2	6	0	2	9
31	COc1cccc(C(c2nnnn2C2CCCC2)N2CCN(C/C=C/c3ccccc3)CC2)c1OC (stereo not given)	-11	0	-4	-6	2	8	-1	6	3	·
32	CCc1nc2ccc(C(=O)Nc3ccc(NC(C)=O)cc3)cn2c1N(CCC(C)C)CCN(C)C	-1	-1	2	-4	-2	3	3	0	-1	·
33	Cc1ccc2nc(N3C(=O)C(O)=C(C(=O)c4ccc(C)o4)C3c3ccco3)sc2c1 (stereo not given)	3	15	2	-4	0	-5	15	8	31	3
34	C/C(CC(C)C)=N\Nc1ccc(S(N)(=O)=O)cc1[N+](=O)[O-]	-2	-1	1	2	3	-6	-5	0	8	4
35	CCOc1cc(C(=O)NCC2CCCO2)cc(OCC)c1OCC (stereo not given)	-6	-2	3	3	2	1	5	2	-1	-6
36	O=C(NC1CCCC1)c1ccc(CS(=O)(=O)Cc2ccccc2F)o1	-1	4	0	2	-1	5	4	-1	0	-5
37	COc1cccc(C2C(C#N)=C(C)NC3=C2C(=O)CC(C)(C)C3)c1 (stereo not given)	-1	3	0	12	-4	1	2	-1	-3	-1
38	Clc1ccc(Cc2ccc(SCc3ccccc3)nn2)c(Cl)c1	0	0	-10	0	5	0	-3	0	-3	-26
39	COCCN(C(=O)CSc1nnc(-c2ccccc2F)o1)c1c(N)n(CC(C)C)c(=O)[nH]c1=O	-17	2	-6	1	5	-7	1	0	-5	2
40	CN(C)c1ccc(/C=N/n2cnn(Cc3ccccc3Cl)c2=S)cc1	6	0	0	-8	6	1	-1	1	-1	-1

Quoted from the listing.
TDP2 inh with #27 → 4
HTRA1 inh with #38 → -26
PRMT1 FP inh with #23 → 3

Later entries
nr	SMILES	TDP2 inh	PRMT1 FP inh	SIAE primary	NPR2 activator	TCR CD3 inh	MBD2 inh	mABHD4 FP	LEDGF integ inh	rCAG RNA binder	HTRA1 inh
41	COc1ccccc1NC(=O)CCNC(=O)C1CCN(S(=O)(=O)c2ccccc2)CC1	4	-5	1	2	1	2	-4	3	1	4
42	Cc1c(C)c2ccc(OC(C)C(=O)NC3CC(C)(C)NC(C)(C)C3)cc2oc1=O (stereo not given)	3	-4	0	-3	5	-4	-4	0	5	3
43	CCOc1ncccc1C(=O)Nc1cccc(S(=O)(=O)N2CCOCC2)c1	8	-2	4	13	4	-1	-1	-1	-3	4
44	O=C(O)c1ccc(/C=C2/SC(=S)N(Cc3ccccc3)C2=O)cc1	-1	13	-2	-1	-12	2	-9	-1	6	2
45	CCOC(=O)c1c(C)c(C)n(Cc2cccc(OC)c2OC)c1C	-3	-2	6	-3	2	2	-1	4	-7	-3
46	CCN(CC)CCCNc1oc(/C=C/c2ccccc2)nc1C#N	15	-5	12	1	5	-6	0	5	1	·
47	Nc1nc(Cl)cc(N2CCCC2)n1	7	0	7	4	-3	1	-1	1	-2	-5
48	CCS(=O)(=O)N1CCN(C(=O)c2cccs2)CC1	7	-1	-1	3	2	-2	5	-1	-4	9
49	CCOC(=O)CN(C(=O)CSc1nnc(C)n1-c1ccccc1)c1ccccc1	-10	0	2	-2	-1	-4	-1	3	-5	-1
50	COc1ccc2[nH]cc(C(C)c3c[nH]c4ccccc34)c2c1 (stereo not given)	-2	1	9	-6	·	-11	0	1	8	·
51	Cc1ccc2c(c1)sc1nc(=O)n(-c3cccc(Cl)c3)c(=O)n12	11	2	-10	3	-2	3	-1	1	4	8
52	Cn1c(=O)c2c(nc(CN3CCCCC3)n2Cc2c(F)cccc2Cl)n(C)c1=O	-1	-4	-1	5	6	3	0	1	0	-2
53	CCCCN(CCCC)CCCNC(=O)c1ccc2nc(-c3ccccc3NC(C)=O)c(=O)[nH]c2c1	11	2	2	-2	0	1	2	3	-4	-7
54	Cc1c(C(=O)N2CCN(C3CCS(=O)(=O)C3)CC2)oc2c(F)cccc12 (stereo not given)	-7	3	7	1	1	6	-2	1	11	4
55	CCC(C)N(C(=O)CSc1ccc(NC(C)=O)cc1)C1CCS(=O)(=O)C1 (stereo not given)	-6	11	-11	-1	4	0	-8	3	-4	2
56	O=C(O)c1ccc2c(c1)C(=O)N(C(Cc1ccccc1)C(=O)O)C2=O (stereo not given)	1	1	11	-1	1	-4	-6	7	3	-4

Fetched by structure from the list above (two):
nr	SMILES	TDP2 inh	PRMT1 FP inh	SIAE primary	NPR2 activator	TCR CD3 inh	MBD2 inh	mABHD4 FP	LEDGF integ inh	rCAG RNA binder	HTRA1 inh
49	CCOC(=O)CN(C(=O)CSc1nnc(C)n1-c1ccccc1)c1ccccc1	-10	0	2	-2	-1	-4	-1	3	-5	-1
45	CCOC(=O)c1c(C)c(C)n(Cc2cccc(OC)c2OC)c1C	-3	-2	6	-3	2	2	-1	4	-7	-3

Source: PubChem (several laboratories)
